Growth percent in the NCI-60 one-dose screen (48 h, 10 µM unless noted): 100 = growth as untreated, 0 = no growth, -100 = all killed.
K-562 – K-562 leukemia | 78,000 tested, 7.4% active | AID 1794777
T-47D – T-47D breast cancer | 79,000 tested, 5% active | AID 1794792
MDA-MB-231 – MDA-MB-231 breast cancer. 81,000 tested, 5% active
MDA-MB-468 – MDA-MB-468 breast cancer. AID 2202374. 78,000 tested, 8.5% active
LOX IMVI – LOX IMVI melanoma; AID 1794757; 79,000 tested, 7.4% active
HS 578T – HS 578T breast cancer; 78,000 tested, 4.1% active
BT-549 – BT-549 breast cancer; 78,000 tested, 4.4% active; AID 1794793
MCF7 – MCF7 breast cancer | 82,000 tested, 6.3% active | AID 1794796
Starred values were filed as active, the others as inactive; nt = no result given; & = joins results of further samples. How the source made its calls: active means growth percent below 10; inactive means the rest.

nr	smiles	LOX IMVI	K-562	BT-549	HS 578T	MDA-MB-231	T-47D	MCF7	MDA-MB-468
1	COc1ccc(Cn2cc(C(=O)Nc3cccnc3Nc3ccc(OC)cc3OC)nn2)cc1	98	106	93	100	95	83	82	84
2	Cc1ccc(S(=O)(=O)Nc2ccc3ccccc3c2)cc1	93	93	111	96	87	87	84	30
3	COc1cc(Cc2cc(-c3ccccc3)nn(C/C(=N/O)c3ccccc3)c2=O)cc(OC)c1OC	94	60	75	88	67	37	75	78
4	COc1cc(-c2c3c(nc4c2c(C)nn4-c2ccccc2)-c2ccccc2C(=O)C3=O)cc(OC)c1OC	36	77	68	111	71	72	58	89
5	CCCCc1n(Cc2ccc3ccccc3n2)cc[n+]1Cc1ccc2ccccc2c1	-27*	6.4*	-17*	17	-29*	-0.3*	nt	-31*
6	O=[N+]([O-])c1cccc(C2NC(N3CCCCC3)=C(N3CCCCC3)c3c2sc2c(F)cccc32)c1 (stereo not drawn)	92	81	96	nt	81	78	79	98
7	N=c1c(S(=O)(=O)c2ccccc2)cc2c(=O)n3ccccc3nc2n1Cc1ccc(F)cc1	87	89	97	103	92	94	92	94
8	CC(=O)Oc1ccccc1C(=O)N(/N=C1\C(=O)N(C(C)=O)c2ccccc21)C(C)=O	91	100	111	94	95	94	93	112
9	Cc1[nH]c(C2CC(c3ccccc3)=NN2c2ccc(Cl)cc2)c(C)c1C(=O)O (stereo not drawn)	99	94	92	91	94	81	82	112
10	CCOc1ccc(N=C/C=C/c2ccccc2)c(O)c1	59	52	nt	107	105	98	79	92
11	Cc1ccc(CNc2ccc(C)cc2)cc1	107	105	130	96	121	93	96	110
12	COc1ccc(-c2nc(-c3ccccc3)c(-c3ccccc3)n2-c2ccc(C(=O)O)cc2)cc1	94	94	106	90	92	77	91	88
13	CC(C)CN1C(=O)c2c(F)c(F)c(F)c(F)c2C1=O	102	100	100	101	94	99	91	88
14	Cn1c2ccccc2c2c3c(c4c5ccccc5n(CCCCCC#N)c4c21)C(=O)N(O)C3=O	-67*	16	19	13	28	17	7.8*	-50*
15	Nc1ccc(Cl)cc1C(=O)c1ccc[nH]1	94&103	99&92	103&117	99&100	95&108	129&105	97&95	89&70
16	O=C1c2ccccc2C(=O)c2c1cccc2-n1nnc2ccccc21	100	96	113	94	125	93	112	109
17	O=c1oc2ccc3ccccc3c2cc1-c1ccnc2[nH]c(=S)[nH]c(=O)c12	93	93	101	107	87	103	97	97
18	COc1ccc(N=Nc2c(N)nn3c(-c4ccc(OC)c(OC)c4)c4[nH]c(=O)nc(N)c4nc23)cc1	101	98	110	101	89	91	100	126
19	C#C[C@]1(O)CC[C@H]2[C@@H]3CC=C4c5sc(Nc6ccc(Cl)cn6)nc5CC[C@]4(C)[C@H]3CC[C@@]21C	0.1*	9.5*	33	-2.9*	27	69	18	68
20	O=C1/C(=C\c2coc3ccccc3c2=O)c2ccccc2N1c1c(Cl)cccc1Cl	37	nt	41	27	60	30	32	45
21	CCOC(=O)COc1ccc(Cl)cc1C	100	104	100	93	106	92	96	105
22	S=C(S)NCCN1CCNC1=S	91	102	105	113	95	nt	92	107
23	CC(C)(C)c1cc(C2OC(N)=C(O)C2=O)cc(C(C)(C)C)c1O (stereo not drawn)	88	87	81	107	89	80	93	72
24	O=C(C=P(c1ccccc1)(c1ccccc1)c1ccccc1)CCl	-85*	-6.4*	-11*	19	16	-74*	-17*	nt

Ordered by number of heavy atoms (rising): four of the compounds above.
nr	smiles	LOX IMVI	K-562	BT-549	HS 578T	MDA-MB-231	T-47D	MCF7	MDA-MB-468
13	CC(C)CN1C(=O)c2c(F)c(F)c(F)c(F)c2C1=O	102	100	100	101	94	99	91	88
23	CC(C)(C)c1cc(C2OC(N)=C(O)C2=O)cc(C(C)(C)C)c1O (stereo not drawn)	88	87	81	107	89	80	93	72
16	O=C1c2ccccc2C(=O)c2c1cccc2-n1nnc2ccccc21	100	96	113	94	125	93	112	109
17	O=c1oc2ccc3ccccc3c2cc1-c1ccnc2[nH]c(=S)[nH]c(=O)c12	93	93	101	107	87	103	97	97

Taken from above:
#15 in K-562 is listed with 99&92
#18 in BT-549 is listed with 110

Next part:
nr	smiles	LOX IMVI	K-562	BT-549	HS 578T	MDA-MB-231	T-47D	MCF7	MDA-MB-468
25	CCOc1ccc2nc(C)cc(Nc3ccc(Br)cc3)c2c1	106	88	108	117	109	97	77	100
26	Cc1ncncc1N	94	109	102	92	100	87	105	108
27	COc1ccc2c3nc4cc(C)c(C)cc4nc3n(CCN(C)C)c2c1	nt	3.1*	39	49	-10*	-12*	-17*	-11*
28	O=C(N/N=C\c1cccc2ccccc12)C(=O)N/N=C/c1cccc2ccccc12	73	82	98	93	70	108	82	104
29	CCOC(=O)C(/C=N/Nc1ccccc1)C(=O)OCC	103	100	105	101	104	100	98	100
30	COC(=O)c1ccc2[nH]c(O)c(C(=Nc3ccc(N(C)C(=O)CN4CCN(C)CC4)cc3)c3ccc(OC)cc3)c2c1	16	4.9*	22	12	24	nt	24	65
31	CCCCC1=CC(=O)CCC1	99	105	96	92	108	104	87	99
32	CCn1c(SCC(=O)Nc2cccc(C(=O)/C=C/c3ccccc3)c2)nc2ccccc2c1=O	67	75	104	103	95	96	37	77
33	CC1=CC(c2ccco2)=C2C(N)=NNC2N1 (stereo not drawn)	98	100	100	105	92	85	91	104
34	Fc1ccc2[nH]cc(-c3nn4cc(-c5ccncc5)nc4s3)c2c1	72	nt	92	89	72	23	15	40
35	N#C/C(C(=O)Nc1ccc(S(N)(=O)=O)cc1)=C1\C(=O)N(Cc2ccccc2)c2ccc(Cl)cc21	51	41	97	80	50	44	49	44
36	C=CCn1c(C)nc2cc(Nc3nc(N4CCN(C)CC4)nc4nc[nH]c34)ccc21	99	119	93	91	92	96	95	90
37	O=S(=O)(c1cccc2ccccc12)N1CCN(c2nccc(-c3c(-c4cccc(F)c4)nc4sccn34)n2)CC1	81	67	72	81	78	55	69	49
38	COC(=O)CC(=O)C=P(c1ccccc1)(c1ccccc1)c1ccccc1	88	93	108	98	97	98	91	86
39	O=[N+]([O-])c1cc(Br)c(F)cc1F	99	98	100	111	90	105	101	106
40	Cc1c(O)c(=O)ccn1-c1nc2ccccc2s1	87	110	93	95	93	92	99	103
41	Cc1ccc(OCc2ccccc2Br)cc1	98	100	97	95	87	83	88	103
42	CCCOC(=O)Cn1cc(I)c(=O)c(I)c1	99	97	110	114	107	90	100	99
43	COc1c(N2CCNC(C)C2)c(F)cc2c(=O)c(C(=O)Oc3ccc(-c4cssc4=S)cc3)cn(C3CC3)c12 (stereo not drawn)	102	nt	108	98	104	105	94	102
44	CCCN1CC(c2ccc(OC)c(OC)c2)=C(c2c[nH]c3ccccc23)C1=O	95	83	98	93	74	94	81	99
45	COc1ccc(-n2c(-c3ccccc3)c(-c3ccccc3)c3c(SCC(=O)N/N=C/c4ccc([N+](=O)[O-])cc4)ncnc32)cc1	89	67	94	97	84	78	74	71
46	N#CC1C(=O)c2ccccc2C1c1ccccc1 (stereo not drawn)	98&91	101&120	107	105&116	120&104	100&96	99&102	119&94
47	CCC/C(=N\Nc1ccc([N+](=O)[O-])cc1[N+](=O)[O-])c1ccccc1	96	99	94	95	91	94	91	97
48	CCN1C(=O)C(CC(=O)C(C)(C)C)C(c2ccc3c(ccc4ccccc43)n2)C1=O (stereo not drawn)	105	89	98	79	79	73	58	95
49	COc1ccc(C(=O)/C=C/c2c(C)nn(-c3ccccc3)c2/N=C/N(C)C)cc1	88	73	83	92	78	64	97	nt
50	Nc1ncnc2nc(Cl)[nH]c12	99	104	101	109	107	76	88	84
51	CC(=O)OCC1OC(OC(C)=O)C(NC(=O)N(CCCl)N=O)C(OC(C)=O)C1OC(C)=O (stereo not drawn)	55	91	95	119	104	93	115	88
52	CC(O)CN1CC(C)N(CC(C)O)CC1C (stereo not drawn)	100	91	104	107	108	112	94	107
53	CC(C)[C@H](CO)Nc1nc(Nc2ccc(C(=O)NCCNS(=O)(=O)c3cccc4c(N(C)C)cccc34)c(Cl)c2)c2ncn(C(C)C)c2n1	-3.4*	11	-38*	nt	7.4*	21	6.0*	-14*
54	O=C(c1c[nH]c2ccccc12)c1n[nH]c(=S)n1-c1cccc(Br)c1	93	85	120	94	77	26	33	99
55	COc1ccc(-c2cc(-c3cnccn3)nc(N)c2C#N)cc1OC	99	90	88	105	91	76	100	108
56	CC(C)(C)c1ccc(O)c(C2CCCCC2)c1	104	90	127	nt	106	108	101	111
57	CCCCCCCCCCCCCCCCCCC1=C(O)C(=O)C=C(OC)C1=O	80	97	93	91	97	96	92	93
58	Cc1ccc(/C=C2\Oc3ccc(O)c(O)c3C2=O)cc1	17	19	43	63	56	47	32	58
59	Cc1ccc(CSCCC(=O)Nc2cc(C(=O)Nc3cc(C(=O)NCCCN4CCOCC4)n(C)c3)n(C)c2)cc1	98	74	93	110	110	62	73	78
60	OC(COc1ccccc1)CN1CCN(c2ccc(Cl)cc2)CC1 (stereo not drawn)	101	74	101	100	94	102	102	104
61	COc1cc2oc(-c3cccc(NC(=O)[C@H](CC(C)C)NC(=O)OC(C)(C)C)c3)cc(=O)c2c(OC)c1OC	76	70	90	101	66	64	72	72
62	CN1CCN(Cn2nc(-c3cc(Cl)cc(Cl)c3Cl)n(/N=C/c3ccc(Cl)cc3)c2=S)CC1	90	74	102	112	84	95	95	nt
63	CCOC(=O)C(C(=O)CC)C(=O)OCC	98	102	106	109	106	103	95	97
64	COc1ccc(C(=O)CSc2nc3c(c(Nc4ccc(S(N)(=O)=O)cc4)n2)CCC3)cc1	86	96	128	91	87	83	83	103
65	Cc1ccc(NCC(=O)Nc2ncc(Cc3ccc(Cl)cc3Cl)s2)cc1C	95	94	95	80	86	72	90	89
66	CC(=O)[C@H]1CCC2C3CC=C4C[C@@H](O)CC[C@]4(C)C3CC[C@@]21C (stereo partly drawn)	93	50	107	88	111	100	120	91
67	CC(=O)N/C(=C1/OCCN1Cc1ccccc1)[P+](c1ccccc1)(c1ccccc1)c1ccccc1	85	70	97	98	96	94	86	40
68	NC[C@@H]1CC[C@@H](N)[C@@H](O[C@H]2[C@H](O)[C@@H](O[C@H]3O[C@H](CO)[C@@H](O)[C@H](N)[C@H]3O)[C@H](N)C[C@@H]2N)O1	102	100	108	117	107	114	103	108
69	Nc1nc(N)c2ncn(C3C=CC(CO)C3)c2n1 (stereo not drawn)	96	108	86	130	98	115	90	108
70	CCCCN1CCCCn2c1nc1c2c(=O)n(C)c(=O)n1C	99	91	108	100	103	107	103	102
71	O=C(O)C(Br)C(O)c1ccccc1 (stereo not drawn)	106	123	133	113	112	115	99	103
72	O=C(NNC(=S)Nc1ccccc1)c1ccc2cccc(O)c2n1	72	92	88	103	84	65	73	75
73	CC(C)(C)c1cc(Br)c(O)c(Br)c1	100	110	111	115	100	108	104	100
74	CCCCC[C@H](O)c1ccccc1/C=C/[C@@H](O)[C@@H](O)CCCO	96	105	114	106	112	96	98	89
75	O=C1CSC(c2ccccc2Cl)N1c1nnc(-c2ccncc2)o1 (stereo not drawn)	102	104	116	109	98	nt	nt	98
76	CCCCC(=O)O[C@H]1CC[C@H]2[C@@H]3CCc4cc(O)ccc4[C@H]3CC[C@]12C	92	69	106	64	87	80	116	92
77	Nc1c(C(=O)c2ccc(Br)cc2)sc2nc3c(cc12)CCCC3	112	nt	89	109	91	101	88	79
78	O=C(Nc1cccc(Cl)c1)Oc1ccc2ccccc2c1	98	99	nt	102	102	92	95	108
79	O=C1Cc2cc(CCn3ccnc3)c(Cl)cc2N1	73	nt	70	31	45	94	23	31
80	Nc1nc(N)c2c(n1)CCC(S(=O)(=O)c1ccc3ccccc3c1)C2 (stereo not drawn)	22	23	66	65	54	76	34	45
81	CC(C)CC(=O)OCCc1ccccc1	104	98	99	99	103	90	97	97
82	CCc1c(Cl)c(Cl)c(Cl)c(Cl)c1Cl	96	111	101	132	113	92	101	106
83	CC(CCc1ccccn1)C(=O)C(C)CCc1ccccn1 (stereo not drawn)	96	98	103	115	100	95	100	102
84	CCCCCCCOc1c(C(=O)O)cccc1[N+](=O)[O-]	95	84	111	94	124	99	102	111

Results in sequence from above:
Entries 18 to 27 in HS 578T read 101, -2.9*, 27, 93, 113, 107, 19, 117, 92, 49
Entries 18 to 27 in MDA-MB-231 read 89, 27, 60, 106, 95, 89, 16, 109, 100, -10*
Entries 18 to 27 in MDA-MB-468 read 126, 68, 45, 105, 107, 72, nt, 100, 108, -11*

(next part)
nr	smiles	LOX IMVI	K-562	BT-549	HS 578T	MDA-MB-231	T-47D	MCF7	MDA-MB-468
85	O=C(Nc1nnc(-c2cc(O)c(O)c(O)c2)s1)c1ccccc1	nt	102	102	nt	106	95	94	103
86	COC(=O)CC[C@@H](C)[C@H]1CC[C@H]2[C@@H]3CC[C@@H]4C[C@@H](OCCC#N)CC[C@]4(C)[C@H]3CC[C@]12C	101	96	91	84	103	nt	67	117
87	Nc1ccc(N=Nc2ccc(O)cc2)c(N)n1	79	39	57	nt	74	83	93	83
88	CCCCCCCCOC(=O)c1cc(O)c(O)c(O)c1	52	57	42	89	69	42	64	41
89	Cc1cn[nH]c1	100&94	104	102&124	102&87	112&105	104&102	115&96	109&115
90	Cc1ccc(S(=O)(=O)NCC[C@@H]2C[C@H]2/C=C/c2ccccc2)cc1	nt	70	85	101	99	69	89	89
91	N#Cc1c(-c2cc(=O)oc3ccc(Cl)cc23)cc(-c2ccccc2)nc1N	89	92	97	81	80	76	83	99
92	CC(C)c1ccc2occ(/C=C3\C(=O)N(c4c(Cl)cccc4Cl)c4ccccc43)c(=O)c2c1	59	48	91	91	90	81	88	101
93	Cc1ccc(Nc2nnc(-c3ccc(O)cc3)o2)cc1	100	81	nt	100	96	102	95	113
94	COc1ccc2c(=O)cc(-c3ccccc3)[nH]c2c1	49&48	-13*	45&49	59&31	29&30	57&51	15&18	-4.5*

Bioassay records (PubChem BioAssay)
